Screening results deposited in PubChem BioAssay by several laboratories.
BaF3 parental: reduces parental Ba/F3 cell viability, JAK2V617F counter-screen | CellTiter-Glo ATP luminescence | 1.1% of 220,000 active | inhibition, % at 5.6 µM;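 active means inhibition above a per-campaign cutoff, the mean inhibition of all tested compounds plus 3 SD, cut at about 27% in these data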;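 further: 0% = DMSO wells and 100% = JAK Inhibitor I control wells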
TRPN1 ag: activates the zebrafish TRPN1 channel | HEK293 zebrafish TRPN1-YFP, Fluo-8 calcium fluorescence; 100% = response to 87 µM carbachol | 0.18% of 220,000 active | activation, % at 3 µM | AID 1424;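 active means activation above its plate's cutoff, the mean activation of test wells on that plate plus 3 SD, cut at about 19% in these data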;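 further: 0% = DMSO alone and 100% = 87 µM carbachol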
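Material: zebrafish TRPN1-YFP in HEK293 cells; Doses: single test compound dose, 3 µM nominal, 0.3% DMSO; Timing: dye loading 1 h at 37 °C, then 30 min room temperature; Technique: intracellular calcium fluorescence with Fluo-8; Benchmarks: high carbachol 87 µM, low DMSO alone.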
TRPML3 ag: agonists of human TRPML3 channel. Q8TDD5. HEK293 TRPML3-YFP, Fluo-8 calcium fluorescence; 100% = the carbachol control signal. activation, % at 3 µM. 0.29% of 220,000 active;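 active means activation above its plate's cutoff, the mean activation of the plate's test wells plus 3 SD, cut at about 12% in these data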;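 further: 0% = DMSO only wells and 100% = carbachol wells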
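Test system: TRPML3-YFP stable HEK293 cells. Doses: single point at 3 µM. Incubation: dye loading 1 h 37 °C then 30 min ambient, 125 s read. Signal: Fluo-8 calcium dye fluorescence, ex 470-495, em 515-575 nm. Measure: percent activation from peak-to-basal fluorescence ratio, scaled between DMSO and carbachol.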
RBBP9 inh: human RBBP9 hydrolase inhibition | O75884 | recombinant RBBP9, FP-Rh probe fluorescence polarization | inhibition, % at 7.94 µM | 0.2% of 220,000 active;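 active means inhibition above the campaign mean of all tested compounds plus 3 SD, cut at about 14% in these data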;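 further: plate controls were DMSO wells with RBBP9 for no effect and wells lacking RBBP9 protein for full effect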
Target sequence (O75884 whole entry, looked up): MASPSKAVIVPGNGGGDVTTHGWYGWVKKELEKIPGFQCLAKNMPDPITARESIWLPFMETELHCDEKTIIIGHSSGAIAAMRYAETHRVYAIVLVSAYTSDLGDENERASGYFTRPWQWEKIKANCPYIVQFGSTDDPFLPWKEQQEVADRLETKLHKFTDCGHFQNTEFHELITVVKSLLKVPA
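system = RBBP9 protein | input = RBBP9 at 2.5 µM in dispensed solution, before mixing | measured by = fluorescence polarization (mP), excitation 525 nm, emission 598 nm | incubation = enzyme-compound preincubation 30 min, then probe labeling 45 min, 25 °C | buffer or medium = Tris-NaCl-Pluronic buffer, pH 8.0 | compound = single dose 7.94 µM | also added = FP-Rh probe, 375 nM dispensing solution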
Ba/F3 V617F tox: loss of viability in JAK2V617F-driven Ba/F3 cells; AID 1446; 1.1% of 220,000 active; inhibition, % at 5.6 µM; Ba/F3 EpoR-JAK2V617F viability, ATP luminescence;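 active means inhibition above the campaign mean plus 3 SD over all tested compounds, cut at about 24% in these data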;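 further: cytokine-independent growth of Ba/F3 cells driven by EpoR plus mutant JAK2; 0% = DMSO-treated cells and 100% = JAK inhibitor I control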
CHOP inh: CHOP inhibition in unfolded protein response; CHO-K1 CHOP-promoter luciferase, tunicamycin-induced, 15-18 h; inhibition, % at 10 µM; 3.8% of 220,000 active;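 active means compounds that reduced the stress-induced luciferase reporter signal by more than about 70% of percent inhibition, limit read from the data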;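 further: 0% = tunicamycin plus vehicle and 100% = wells without tunicamycin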
TNF necrop inh: TNF-alpha cell death inhibition in Jurkat FADD-/- cells. Jurkat FADD-/- TNF necroptosis rescue, ATP luminescence, 24 h; 0 = TNF only, 100 = no-TNF cells. activation (protection from cell death), % at 10 µM. 0.068% of 220,000 active;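 active means activation, meaning protection from cell death, of at least 50% relative to plate controls; inactive means activation below 50%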;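 further: necroptosis triggered by 40 ng/mL TNF-alpha added together with compound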
PPC-1+TRAIL kill: PPC-1 cancer cell killing with TRAIL present; 0.41% of 220,000 active; AID 1443; PPC-1 cells + TRAIL, ATPLite viability luminescence; cell killing (% activity), % at 4 µM;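 active means cell killing above 50% in the first pass at 4 µM, then a duplicate retest at 5 µM averaging 50% or more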;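 further: plate controls were cells with TRAIL plus DMSO for no effect and medium-only wells lacking cells for full effect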
Wee1 degr inh: inhibitors of human Wee1 degradation; reporter increase, % at 5 µM; 1.2% of 220,000 active; AID 1321; HeLa Luc-Wee1K328M stability, luciferase luminescence; 100% = proteasome inhibitor MG132 effect; P30291;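 active means activation above the mean of all tested compounds plus 3 SD, set per screening run, cut at about 8.8% in these data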;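 further: cells exposed to compound for 20 h before luminescence read; 0% = DMSO alone and 100% = MG132 at 30 µM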
Target sequence (P30291 whole entry K328M): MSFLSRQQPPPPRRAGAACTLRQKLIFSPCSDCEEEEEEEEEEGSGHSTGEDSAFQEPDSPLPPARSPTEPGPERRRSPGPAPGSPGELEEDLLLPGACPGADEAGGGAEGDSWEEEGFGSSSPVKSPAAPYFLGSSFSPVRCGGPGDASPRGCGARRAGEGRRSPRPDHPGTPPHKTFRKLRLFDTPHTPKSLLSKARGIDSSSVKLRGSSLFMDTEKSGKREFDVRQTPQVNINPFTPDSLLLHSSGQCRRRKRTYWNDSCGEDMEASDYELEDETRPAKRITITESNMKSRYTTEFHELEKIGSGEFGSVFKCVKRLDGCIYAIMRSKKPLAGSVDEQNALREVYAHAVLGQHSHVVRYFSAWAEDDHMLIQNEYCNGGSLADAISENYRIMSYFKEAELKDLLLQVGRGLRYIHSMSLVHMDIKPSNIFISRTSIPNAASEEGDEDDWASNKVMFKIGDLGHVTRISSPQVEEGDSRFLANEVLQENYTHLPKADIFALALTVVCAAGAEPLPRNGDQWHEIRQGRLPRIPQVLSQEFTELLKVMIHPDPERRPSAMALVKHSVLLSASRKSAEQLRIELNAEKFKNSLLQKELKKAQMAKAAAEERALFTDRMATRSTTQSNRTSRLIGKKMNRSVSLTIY
* marks the source's active call; other numbers are inactive results; / = no result given.

Under each structure: TNF necrop inh, CHOP inh, PPC-1+TRAIL kill, TRPML3 ag, RBBP9 inh, Ba/F3 V617F tox, TRPN1 ag, Wee1 degr inh, BaF3 parental
Cc1ccc(S(=O)(=O)c2nc(S(=O)(=O)c3ccc(C)cc3)c(NCc3ccco3)s2)cc1
 : -2.1, -1, 5, 0.2, -2, -2, 0.9, 0, 0
O=C1CC(c2ccc(Cl)cc2)CC(O)=C1C=NCCN1CCNCC1 (centres undefined)
 : -0.2, 48, 14, 1.2, 1, -1, 0.8, 0, 2
Cc1ccc(NC(=S)NCc2ccc(S(N)(=O)=O)cc2)c(C)c1
 : -1.2, 3, 6, 0.3, -13, 1, 1.7, 1, 3
COC(=O)c1c(/N=C/N(C)C)sc2c1CCN(c1ncc(C(F)(F)F)cc1Cl)C2
 : -0.4, 58, -12, -1.0, -1, -2, -3.8, -5, 2
O=C(O)CCC(=O)NNC(=O)c1cccc(Cl)c1
 : 1.7, 13, 15, 0.9, -1, -2, 0.2, 1, 6
Cc1[nH]n(-c2c(Cl)cc(Cl)cc2Cl)c(=O)c1C=Nc1ccc(S(=O)(=O)N2CCOCC2)cc1
 : 1.4, -3, 15, 0.2, 1, 1, -0.4, -3, 6
CCOC(=O)N1CCC(NC(=O)c2cc3ccccn3n2)CC1
 : 0.5, -8, 8, 0.7, -8, -4, 1.2, -2, 2
O=C(CSc1nnc(CNC(=O)c2cccs2)o1)Nc1ccc2c(c1)OCO2
 : 0.6, -16, 1, -0.1, -3, -2, -1.2, -2, 3
CCn1c(CNc2ccc(Cl)cc2)nnc1SCc1ccccc1
 : 3.3, 37, 3, 0.2, -9, -1, -0.5, -1, 5
CCOc1ccc(CNc2cccc(SC)c2)cc1
 : 1.4, 87*, /, -1.3, -1, -3, -2.0, 0, -1
CCOC(=O)CSc1nc2ccccc2c(=O)n1C1CCCC1
 : -0.7, 51, -1, -0.4, -4, -2, -0.7, -2, 1
COC(=O)c1cc2oc(C)cc2n1CC(=O)N1CCCc2ccccc21
 : -0.2, -11, 2, -0.9, -6, -1, -0.8, -3, 2
Cc1cc(=O)oc(C)c1C(=O)N1CCN(c2ccc(F)cc2)CC1
 : 0.2, 3, -11, 1.3, 6, -1, 1.8, 0, 6
O=C(NCc1ccco1)C(=O)NCC(c1ccco1)N1CCOCC1 (centres undefined)
 : 0.2, 3, -2, 0.7, -6, -5, 1.2, 3, -1
Cc1ccc(C(C(=O)NCc2ccco2)N(CC2CCCO2)C(=O)Cn2nnc3ccccc32)cc1 (centres undefined)
 : -4.4, 10, 8, -0.2, -11, 4, -0.2, -3, 4
O=C1c2ccccc2C(=O)N1OCc1cccc(Cl)c1
 : -1.7, 28, 32, 0.4, 7, -2, 1.1, 0, 2
CCCCOC(=O)CSc1nc2c(c(=O)[nH]c(=O)n2C)n1C/C=C(\C)Cl
 : -0.3, 30, 2, 0.5, -5, 2, 0.3, 1, 5
COc1ccc(C2C(C(=O)Nc3cc(C)on3)c3ccccc3C(=O)N2C)cc1OC (centres undefined)
 : 0.6, 11, 15, -0.3, -7, 0, 0.0, -2, -1
CN(C)S(=O)(=O)c1cccc(C(=O)Nc2ccccc2)c1
 : 0.7, -1, 6, 0.9, -4, -2, 0.5, 2, -1
CCOc1cc(C(=O)NC(=S)Nc2ccc(Cl)c(C(=O)O)c2)cc(OCC)c1OCC
 : -1.1, -3, -12, 0.3, -6, -1, 3.1, -1, -2
CC1(C(=O)OCC(=O)Nc2ccc3ccccc3c2)CC1(Cl)Cl (centres undefined)
 : 3.0, 51, 7, 0.8, -12, -1, 1.6, 1, 2
O=C(c1cccn2c(=O)c3cc(Cl)ccc3nc12)N1CCOCC1
 : -0.9, -7, 16, 0.5, -2, -1, -0.6, 3, 5
O=C(CSc1nnc(COc2ccccc2)o1)Nc1nccs1
 : 2.1, -6, 4, 1.2, -8, 1, 1.5, 0, 4
COCCc1nnc(NC(=O)Cc2ccccc2)s1
 : 2.3, 20, -7, 0.3, -1, -3, -0.6, 0, 2
Cc1ccc(NC(=O)COC(=O)c2cccc(N3C(=O)c4ccccc4C3=O)c2)cc1
 : 2.0, 43, 6, -0.1, -3, -3, -0.2, -1, -2
CCCC(=O)Nc1sc2c(c1C(=O)Nc1ccccn1)CCCC2
 : 0.7, -38, 23, 0.1, -4, -1, 1.4, -3, 11
O=C(C1CCC(=O)N1Cc1cccs1)N1CCOCC1 (centres undefined)
 : 0.4, -9, 3, 1.1, -3, 0, 0.3, 6, 7
C=CCNC(=S)N1CCC(C(=O)c2ccc3c(c2)OCCO3)CC1
 : 0.2, 0, 18, 2.1, -3, 0, 5.5, -1, 8
COc1cc(OC)c(NC(=S)Nc2cc(Cl)cc(Cl)c2)cc1Cl
 : -3.4, 54, 22, 1.3, -6, 2, 0.6, 1, 8
CC(C)(C)S(=O)(=O)c1cnc(N2CCCCC2)nc1N
 : 0.0, -13, -5, 1.0, -7, 15, -0.1, 3, -6
CCOc1ccc(OCc2ccc(C(=O)Nc3cccnc3)o2)cc1
 : -0.5, 6, 15, 0.2, -4, -3, 1.1, 3, 3
O=C(N/N=C/c1ccccn1)c1cccs1
 : -0.9, 6, 5, 0.7, -14, 1, 1.8, 2, 4
O=C(Cc1ccc(F)cc1)N(c1ccccc1)C1C=CS(=O)(=O)C1 (centres undefined)
 : 1.7, 21, 22, 0.9, -2, -3, 0.2, 1, 2
CC(C)(C)C(=O)CSc1nc2c(c(-c3cccs3)c1C#N)CCC2
 : -0.2, -8, 6, -0.3, -1, -8, -0.6, -2, 4
Nc1nnc(-c2ccc(Cl)cc2)o1
 : 0.7, -1, 12, 0.3, 1, -2, 0.0, -1, 2
COc1ccc(/C=[N+](\[O-])C2N(c3ccccc3)C(=S)SC2(C)C)cc1OC (centres undefined)
 : 1.6, 8, -7, 0.2, -11, 0, -0.5, 4, -1
CCOC(=O)C1CCN(C(=O)c2cc3ccccc3oc2=O)CC1
 : -0.5, -11, -6, 0.4, -3, 3, 0.4, 1, 7
O=C1C2C3CCC(C3)C2C(=O)N1c1ccc(OS(=O)(=O)c2ccccc2)cc1 (centres undefined)
 : 1.1, -10, 7, 5.0, 2, 3, 8.9, 3, 11
COc1cc(C(=O)OCC(=O)c2c[nH]c3ccccc23)ccc1OCC(=O)N1CCOCC1
 : -11, -23, -2, -0.1, 1, -3, 1.2, 2, 6
CC(C)C(=O)Nc1ccc2c(c1)nc(CCN1CCN(c3ccccc3)CC1)n2C
 : 7.0, 9, 3, 0.2, -3, -1, 2.1, 6, -1

Laid out differently: results already given.
CCOc1ccc(OCc2ccc(C(=O)Nc3cccnc3)o2)cc1
  TNF necrop inh = -0.5	CHOP inh = 6	PPC-1+TRAIL kill = 15	TRPML3 ag = 0.2	RBBP9 inh = -4	Ba/F3 V617F tox = -3	TRPN1 ag = 1.1	Wee1 degr inh = 3	BaF3 parental = 3

Nc1nnc(-c2ccc(Cl)cc2)o1
  TNF necrop inh = 0.7	CHOP inh = -1	PPC-1+TRAIL kill = 12	TRPML3 ag = 0.3	RBBP9 inh = 1	Ba/F3 V617F tox = -2	TRPN1 ag = 0.0	Wee1 degr inh = -1	BaF3 parental = 2

Other results
Under each structure: TNF necrop inh, CHOP inh, PPC-1+TRAIL kill, TRPML3 ag, RBBP9 inh, Ba/F3 V617F tox, TRPN1 ag, Wee1 degr inh, BaF3 parental
CCOC(=O)Nc1sc(C)c(C)c1C(=O)OCC
 : -0.7, 41, 23, 1.3, -1, 1, 1.2, 3, 8
Cc1ccc2[nH]c3c(NCc4ccco4)ncnc3c2c1
 : -15, /, 1, 4.6, -7, 0, 7.9, -1, 11
CN(Cc1ccccc1)C1CC(=O)N(c2ccc(C(=O)O)cc2)C1=O (centres undefined)
 : -1.4, 32, 0, 0.3, -1, -5, -0.7, 0, 4
NNC(=O)CNC(=O)CNS(=O)(=O)c1ccccc1
 : 1.1, 11, 1, 0.7, -2, -3, 0.2, -2, 4
O=C1CC(=Nc2ccccc2)NN1c1ccccc1
 : -0.7, 48, 19, -0.4, -5, -1, 0.7, 3, 6
CC(=O)O[C@H]1CSC[C@H]1NC(=O)c1ccccc1
 : -2.0, 5, -9, 1.0, -11, -1, 0.0, -1, 3
O=C(COC(=O)c1sc2ccccc2c1Cl)NC1CCCCC1
 : 0.8, 46, 7, 0.7, -9, 1, -0.8, 1, 5
CCN(CC)S(=O)(=O)c1ccc(OCC(=O)NCc2ccco2)cc1
 : -3.9, 0, 2, 0.7, -8, 4, 0.0, 0, -3
COc1ccc2c(=O)c(-c3ccc(OC)c(OC)c3)coc2c1
 : 0.5, -6, 7, -0.2, 8, 4, 0.4, 8, 1
Cc1ccccc1C(=O)NC1CCN(CC(=O)Nc2ccc3c(c2)OCCO3)CC1
 : 1.7, 13, 8, -0.2, 1, -4, -0.2, -1, -1
CCCCc1nc2ccccc2n1Cc1nnc2n1-c1ccccc1SC2
 : 0.2, -8, 1, 0.5, -8, -2, -0.7, -1, -2
Cn1c(=O)oc2cc(S(=O)(=O)N3CCCC(C(=O)Nc4nccs4)C3)ccc21 (centres undefined)
 : -1.3, 28, 5, 0.9, -5, 4, 2.1, 0, 6
Cc1cccc(N2CC(O)=C(c3nc4ccccc4n3C)C2=N)c1
 : -0.6, 3, 18, 0.4, -3, -3, 0.7, 3, -3
O=C1c2ccccc2CN1CCNC(=S)NC1CCCCC1
 : 2.1, -28, 17, -0.5, -9, -1, -1.8, 0, -2
Cc1ccccc1C(=O)NC(=S)Nc1ccccc1N1CCCC1
 : -1.6, -6, 9, 0.6, -13, 4, -2.2, 2, 8
Cc1ccc(S(=O)(=O)N(c2cccc(C)c2)C2CCS(=O)(=O)C2)cc1 (centres undefined)
 : -0.3, 22, -12, -0.4, -3, 0, -0.1, 0, 2
CCOC(=O)c1cccnc1SCC(=O)Nc1ccc(C)cc1
 : 2.2, 23, -3, -0.3, 5, -3, -0.7, 1, 3
